FBA Mtb inh: inhibits M. tuberculosis FBA enzyme; 360,000 compounds, 2.3% hits; inhibition, % at 1 µM; P9WQA3; purified M. tuberculosis FBA, fluorescence read-out; in the data active = inhibition above about 27%;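 also: 0% = vehicle and 100% = reference inhibitor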
Target sequence (P9WQA3 whole entry, looked up): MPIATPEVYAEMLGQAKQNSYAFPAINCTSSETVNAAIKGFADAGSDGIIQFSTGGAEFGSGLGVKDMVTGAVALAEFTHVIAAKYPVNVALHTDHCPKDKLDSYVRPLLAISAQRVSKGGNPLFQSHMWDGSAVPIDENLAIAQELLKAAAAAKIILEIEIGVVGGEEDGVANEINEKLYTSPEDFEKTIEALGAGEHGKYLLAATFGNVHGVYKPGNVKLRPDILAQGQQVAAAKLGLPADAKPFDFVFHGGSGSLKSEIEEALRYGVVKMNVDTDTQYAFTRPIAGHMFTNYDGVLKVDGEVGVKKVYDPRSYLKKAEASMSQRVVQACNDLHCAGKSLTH
Mtb UGM inh: inhibitors of M. tuberculosis UDP-galactopyranose mutase. P9WIQ1. purified UGM, fluorescence polarization probe displacement. inhibition, % at 10 µM. 320,000 compounds, 0.06% hits; in the data active = inhibition above about 10%, passing the limit was not always enough; inconclusive = no clear call, values can overlap the other calls
CCHF vOTU inh: CCHFV vOTU protease inhibition; Pep-AMC fluorescence; inhibition, % at 11.5 µM; 370,000 compounds, 0.55% hits; AID 651958; also: 0% = vehicle wells with enzyme and 100% = no enzyme wells
BoNT F protease: blocks Botulinum neurotoxin F light chain protease. Multiplex microsphere protease cleavage assay, flow cytometry. inhibition, % at 10 µM. 360,000 compounds, 0.22% hits; in the data active = inhibition above about 35%, passing the limit was not always enough; inconclusive = no clear call, values can overlap the other calls; also: plate controls were buffer without enzyme for full effect and enzyme alone for no effect
MazF activator: increases E. coli MazEF RNase cleavage of RNA; FAM/BHQ RNA-DNA oligo cleavage fluorescence, 5 h; 350,000 compounds, 0.32% hits; activation, % at 20 µM; P0AE70; AID 504720; in the data active = activation above about 50%
GDH-TPI counter: GDH-TPI coupled enzyme inhibition counter-screen | GDH-TPI coupled enzyme counterscreen, NADH absorbance | inhibition, % at 4.8 µM | 360,000 compounds, 1.2% hits | AID 588335;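 also: 0% = DMSO wells and 100% = wells lacking the enzyme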
VHR inh abs: inhibitors of human VHR1 phosphatase (DUSP3) | P51452 | recombinant VHR phosphatase, pNPP absorbance | inhibition, % at 13.3 µM | 290,000 compounds, 0.52% hits | AID 1654; in the data active = inhibition above about 50%; also: some compounds called inactive have numbers as strong as hits
Target sequence (P51452 whole entry, looked up): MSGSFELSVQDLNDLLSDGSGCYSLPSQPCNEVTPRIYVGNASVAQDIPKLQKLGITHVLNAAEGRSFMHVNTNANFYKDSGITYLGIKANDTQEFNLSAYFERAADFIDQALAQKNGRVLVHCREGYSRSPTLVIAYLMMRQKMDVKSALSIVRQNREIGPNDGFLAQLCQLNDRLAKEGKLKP
FadD28 binding: blocks FadD28 binding to the bisubstrate probe. fluorescence polarization. inhibition, % at 12.5 µM. 360,000 compounds, 0.22% hits. AID 588549; in the data active = inhibition above about 8.5%, passing the limit was not always enough; inconclusive = no clear call, values can overlap the other calls
Rv3671c inh: Rv3671c (M. tuberculosis) protease inhibition; 320,000 compounds, 0.048% hits; P9WHR9; inhibition, % at 5.96 µM; AID 2606; in the data active = inhibition above about 38%;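 also: extracellular domain of Rv3671c used as enzyme; 0% = enzyme with DMSO and 100% = no enzyme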
Target sequence (P9WHR9 whole entry, looked up, the tested form may be a part): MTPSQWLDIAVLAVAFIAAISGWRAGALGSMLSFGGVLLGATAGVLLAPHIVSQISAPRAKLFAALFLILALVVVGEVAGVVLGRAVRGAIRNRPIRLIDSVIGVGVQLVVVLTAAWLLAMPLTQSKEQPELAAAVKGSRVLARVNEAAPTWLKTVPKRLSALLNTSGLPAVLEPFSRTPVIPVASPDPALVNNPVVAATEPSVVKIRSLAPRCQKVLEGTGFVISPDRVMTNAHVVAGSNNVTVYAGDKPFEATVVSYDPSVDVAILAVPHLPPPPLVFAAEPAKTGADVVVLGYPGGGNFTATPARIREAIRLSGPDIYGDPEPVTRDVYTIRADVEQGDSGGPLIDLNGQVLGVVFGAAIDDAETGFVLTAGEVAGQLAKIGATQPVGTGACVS
Mtb BioA inh: blocks M. tuberculosis BioA enzyme activity; inhibition, % at 9.99 µM; purified M. tuberculosis BioA enzyme, plate reader; 360,000 compounds, 0.096% hits; in the data active = inhibition above about 40%; inconclusive = no clear call, values can overlap the other calls
The depositor's hits bear a star; ? = inconclusive; / = no result given. Rule as the data show it, unless noted: active = inhibition above about 30%; inactive = the rest.

SMILES	FBA Mtb inh	Mtb UGM inh	CCHF vOTU inh	BoNT F protease	MazF activator	GDH-TPI counter	VHR inh abs	FadD28 binding	Rv3671c inh	Mtb BioA inh
C=CCc1cccc(/C=N/NC(=O)c2ccccc2Br)c1O	-1	-2.1	-2	-3	-8	1	-6	-2.3	-6	/
O=C(N/N=C/c1ccc(O)cc1)c1csc2ccccc12	-3	-0.5	9	-9	1	19	16	-3.8	2	-0.2
CCS(=O)(=O)c1nc(S(=O)(=O)c2ccc(C)cc2)c(N2CCOCC2)s1	-3	1.0	8	13	2	23	-31	-1.6	-2	-0.9
COc1cc(/C=C/C(=O)OCC(=O)N(C)Cc2ccccc2)ccc1O	1	-2.1	12	/	0	12	/	-1.2	4	0.6
N#CC1(NC(=O)CSc2nnc3n2CCCCC3)CCCCC1	-5	-1.1	8	-17	6	-2	/	-2.4	-12	-0.7
COc1ccccc1C1C2=C(CC(C)(C)CC2=O)N(CC(=O)O)C2=C1C(=O)CC(C)(C)C2	23	0.5	-72	?	0	8	-16	-2.4	3	0.7
CC(C)CC(=O)Nc1nnc(S(=O)(=O)N2CCc3ccccc32)s1	6	-1.0	0	-8	-9	11	21	-1.7	0	0.0
C=CCNC(=O)Cc1c(OC)ccc2cc(Br)ccc12	1	0.2	6	-1	5	9	15	-2.1	-3	/
Brc1ccccc1-c1nc2c3ccccc3ncn2n1	2	3.7	0	12	2	-2	/	-5.3	-20	-0.5
O=C(NNC(=O)C1CCC1)c1ccccc1F	-1	-1.4	-1	-6	1	-1	/	-1.8	4	0.3
CCOC(=O)c1cnc(-n2nc(C)cc2C)nc1NC1CCCCC1	8	-1.6	17	10	8	17	19	-4.0	0	2.5
C=CCn1c(C)cc(C2=NNC(=NCc3ccccc3)SC2)c1C	2	-1.8	-12	-17	2	4	-8	-2.2	12	/
Fc1ccccc1NC(=S)NCc1ccc(Cl)cc1	1	0.1	8	-4	9	16	-10	-2.6	-6	-0.6
Cc1nc(SCC(=O)NC2CCS(=O)(=O)C2)c(C#N)c(C)c1C (configuration not stated)	8	0.2	6	0	-2	-2	/	1.1	9	-1.7
O=C1CCn2c1c(O)c1ccccc1c2=O	14	/	95*	-10	-25	7	/	-1.9	/	/
O=C1CC(c2ccccc2)Oc2ccc(Cl)cc21 (configuration not stated)	2	/	7	-5	4	16	/	-1.4	/	/
O=[N+]([O-])c1ccccc1/C=N\N1CCN(c2ccccc2)CC1	2	-3.3	9	-7	0	3	3	0.7	-2	/
Cc1cc(C(=O)N/N=C/c2cc(N=Nc3ccccc3)ccc2O)n[nH]1	-3	-0.6	/	-7	-7	11	13	-0.2	-2	/
CCOc1ccccc1NC(=O)Cn1c(=O)oc2ccccc21	1	2.3	-5	-2	3	3	20	3.4	-4	-0.5
O=C(Nn1c(C2CCCCC2)nc2ccccc2c1=O)c1cc(Cl)ccc1[N+](=O)[O-]	1	1.4	-18	-1	2	0	4	-1.3	-16	/
C=CCn1c(=S)[nH]c2sc3c(c2c1=O)CCCC3	0	-0.5	21	19	-8	29	22	-0.3	-5	0.1
COc1ccc(S(=O)(=O)Nc2ccc(S(=O)(=O)Nc3nc(C)cc(C)n3)cc2)cc1OC	2	-3.4	-1	-4	-6	-3	7	-0.9	-7	-0.8
O=C(CSc1nc2c(c(=O)n1-c1ccc(Br)cc1)SCC2)NCc1ccco1	-9	-3.7	9	11	0	1	15	-4.6	-5	2.3
Cc1ccccc1Cn1nnc(C(=O)Nc2cccc(C)c2C)c1N	-2	-0.4	-3	-3	-1	-8	21	-3.3	1	0.7
CN(C)C(CNC(=O)c1ccc(C2SCCS2)cc1)c1ccccc1 (configuration not stated)	3	3.2	10	-8	3	-7	20	-3.6	1	-0.1

Results in Rv3671c inh (4 entries from above):
canonical_smiles	Rv3671c inh
C=CCc1cccc(/C=N/NC(=O)c2ccccc2Br)c1O	-6
O=C(NNC(=O)C1CCC1)c1ccccc1F	4
N#CC1(NC(=O)CSc2nnc3n2CCCCC3)CCCCC1	-12
O=[N+]([O-])c1ccccc1/C=N\N1CCN(c2ccccc2)CC1	-2

Compound profiles (already shown):
O=C(Nn1c(C2CCCCC2)nc2ccccc2c1=O)c1cc(Cl)ccc1[N+](=O)[O-] is listed as FBA Mtb inh: 1; Mtb UGM inh: 1.4; CCHF vOTU inh: -18; BoNT F protease: -1; MazF activator: 2; GDH-TPI counter: 0; VHR inh abs: 4; FadD28 binding: -1.3; Rv3671c inh: -16; Mtb BioA inh: /
Brc1ccccc1-c1nc2c3ccccc3ncn2n1 is listed as FBA Mtb inh: 2; Mtb UGM inh: 3.7; CCHF vOTU inh: 0; BoNT F protease: 12; MazF activator: 2; GDH-TPI counter: -2; VHR inh abs: /; FadD28 binding: -5.3; Rv3671c inh: -20; Mtb BioA inh: -0.5

Returning to the listing, repeating the three entries before the break.
SMILES	FBA Mtb inh	Mtb UGM inh	CCHF vOTU inh	BoNT F protease	MazF activator	GDH-TPI counter	VHR inh abs	FadD28 binding	Rv3671c inh	Mtb BioA inh
O=C(CSc1nc2c(c(=O)n1-c1ccc(Br)cc1)SCC2)NCc1ccco1	-9	-3.7	9	11	0	1	15	-4.6	-5	2.3
Cc1ccccc1Cn1nnc(C(=O)Nc2cccc(C)c2C)c1N	-2	-0.4	-3	-3	-1	-8	21	-3.3	1	0.7
CN(C)C(CNC(=O)c1ccc(C2SCCS2)cc1)c1ccccc1 (configuration not stated)	3	3.2	10	-8	3	-7	20	-3.6	1	-0.1
COc1ccc(C(O)P(=O)(OCCC(C)C)c2ccc(N(C)C)cc2)cc1 (configuration not stated)	3	2.7	15	-7	1	3	10	-1.6	-6	-0.1
C/C=C/c1ccc(OCCCNCC(C)O)c(OC)c1 (configuration not stated)	1	-0.2	12	-1	-16	5	4	-1.0	-7	-1.8
CCCC[C@@H]1CNCCN1CCc1cccc(F)c1	7	2.2	14	-11	7	-4	/	0.5	-11	-4.7
COc1ccc(CCNS(=O)(=O)c2cn(C)c(=O)n(C)c2=O)cc1OC	-2	-4.4	-4	5	3	-6	27	-2.7	2	0.1
CCCCC(=O)Nc1nnc(C)s1	1	-1.8	12	-1	10	3	-4	0.6	-2	-0.6
COc1ccc(NC(=O)CC2SC(N)=NC2=O)c([N+](=O)[O-])c1 (configuration not stated)	-2	-5.2	-1	-1	-4	-1	36	-2.8	-13	0.4
COCc1cc(C)nc(SCC(=O)Nc2ccc3c(c2)OCO3)c1C#N	2	-2.4	5	8	0	15	-11	0.5	-4	-0.2
O=C1NC(=O)C(=Cc2c(Cl)cccc2Cl)C(=O)N1	-2	/	10	-2	-5	-7	/	-4.4	/	/
O=C(NNC(=O)c1ccc2ccccc2c1)c1cccc(Br)c1	-1	/	-5	2	-5	-6	/	-3.4	/	-0.8
COc1cc2c(cc1OC)-c1cc(NC3CCCC3)nc(=O)n1CC2	6	0.0	-4	1	8	27	-12	-0.9	7	0.3
Cc1ccsc1C(=O)OCC(=O)NCc1ccco1	-1	-0.9	1	-4	4	5	17	-1.9	6	1.3
COCc1n[nH]c(=S)n1-c1cccc2ccccc12	1	-3.5	6	5	2	2	29	-1.0	-4	-0.1
Cc1nc(-c2cccnc2)sc1C(=O)N/N=C/c1ccccc1Cl	3	1.0	6	0	-38	1	29	-2.5	2	-1.1
CC(=O)NCC(=O)N(Cc1ccco1)C1(C(=O)NC2CCCCC2)CCCCC1	0	-1.1	10	-5	6	10	0	-0.1	5	-0.1
CC(=O)c1ccc(NC(=O)COC(=O)c2c3c(nc4ccccc24)/C(=C\c2cccs2)CCC3)cc1	1	0.5	-1	-7	-32	11	18	-0.1	-156	/
C/C=C(\C)C(=O)N1CC2(CC(c3cccc(NC(=O)COc4ccc(Cl)cc4)c3)=NO2)C[C@@H]1C(N)=O (some centres not stated)	2	-1.2	-4	-9	3	-9	4	-3.2	0	0.8
COc1ccc(CCNS(=O)(=O)c2cc3c(cc2C)NC(=O)CO3)cc1OC	-3	-0.2	-1	4	4	-4	45	-3.6	4	-0.4
Cc1ccc(C(=O)O/N=C\c2ccc(N3CCCCC3)c([N+](=O)[O-])c2)cc1	-1	0.4	-2	1	11	40*	20	1.3	8	-0.7
O=C(COC(=O)CCCNC(=O)c1ccc(Cl)cc1)Nc1cc(Cl)ccc1Cl	0	0.8	6	-6	-5	19	-5	-1.4	-7	0.5
Cc1ccccc1Nc1nc(-c2sc(NC(=O)c3ccco3)nc2C)cs1	2	-1.4	9	-3	-1	11	-7	-5.6	12	-1.0
COc1ccc(OCCC(=O)OCC(=O)NCc2ccccc2OC)cc1	-3	0.0	7	2	-2	0	/	-3.8	-5	/
Cc1nn2c(-c3ccccn3)ccnc2c1Cl	4	/	-8	-5	-6	14	24	-2.1	-2	/
CC(NC(=O)COC(=O)C1(C)CC1(Cl)Cl)c1ccccc1 (configuration not stated)	4	-1.5	16	-20	0	3	/	-0.5	-2	-4.5
CCC(C(=O)Nc1ccc(OC)c(Cl)c1)c1ccccc1 (configuration not stated)	0	/	4	-12	1	-3	5	-10	-20	/
CC(=O)/C=C(\C)Nc1ccccc1O	-1	1.0	-7	2	-1	3	31	-2.5	10	1.1

Remaining list, next part.
SMILES	FBA Mtb inh	Mtb UGM inh	CCHF vOTU inh	BoNT F protease	MazF activator	GDH-TPI counter	VHR inh abs	FadD28 binding	Rv3671c inh	Mtb BioA inh
Cc1cccc(-c2cc3nc(C)cc(NCCCN(C)C)n3n2)c1	18	-3.5	0	-8	10	5	-13	1.3	2	0.2
Nc1c(C(=O)CSc2nnc(-c3ccccc3)o2)c(=O)[nH]c(=O)n1C1CC1	-2	0.3	-5	1	2	3	/	-2.7	3	-0.2
COCCN(C(=O)c1cc(CN2C(=O)c3ccccc3C2=O)ccc1OC)c1c(N)n(CC(C)C)c(=O)[nH]c1=O	-2	/	-2	11	4	-10	/	-5.6	/	-0.3
COC(=O)c1cc(COC(=O)c2ccc(OC)c(S(=O)(=O)N3CCCC3)c2)oc1C	-4	/	6	-2	-2	4	16	-1.5	/	-0.1
CCc1ccc(-c2ccc(SCC(=O)Nc3nnc(C)s3)nn2)cc1	1	1.2	-8	-6	0	-2	34	-1.8	0	/
Clc1cc(Cl)c2nc(N3CCOCC3)sc2c1	-6	1.5	-8	7	2	-1	36	-2.1	-1	-1.3

A different layout for part of the listing above:
Values run as follows: FBA Mtb inh	Mtb UGM inh	CCHF vOTU inh	BoNT F protease	MazF activator	GDH-TPI counter	VHR inh abs	FadD28 binding	Rv3671c inh	Mtb BioA inh
> CCc1ccc(-c2ccc(SCC(=O)Nc3nnc(C)s3)nn2)cc1
 : 1	1.2	-8	-6	0	-2	34	-1.8	0	/
> Nc1c(C(=O)CSc2nnc(-c3ccccc3)o2)c(=O)[nH]c(=O)n1C1CC1
 : -2	0.3	-5	1	2	3	/	-2.7	3	-0.2
